MITF inh – inhibitors of human MITF; 0.91% of 650,000 active; inhibition, % at 2.6 µM; AlphaScreen MITF homodimerization, bead proximity signal; O75030; in the data active = inhibition above about 50%;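 also: 0% = vehicle wells with protein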
Target sequence (O75030 whole entry, looked up): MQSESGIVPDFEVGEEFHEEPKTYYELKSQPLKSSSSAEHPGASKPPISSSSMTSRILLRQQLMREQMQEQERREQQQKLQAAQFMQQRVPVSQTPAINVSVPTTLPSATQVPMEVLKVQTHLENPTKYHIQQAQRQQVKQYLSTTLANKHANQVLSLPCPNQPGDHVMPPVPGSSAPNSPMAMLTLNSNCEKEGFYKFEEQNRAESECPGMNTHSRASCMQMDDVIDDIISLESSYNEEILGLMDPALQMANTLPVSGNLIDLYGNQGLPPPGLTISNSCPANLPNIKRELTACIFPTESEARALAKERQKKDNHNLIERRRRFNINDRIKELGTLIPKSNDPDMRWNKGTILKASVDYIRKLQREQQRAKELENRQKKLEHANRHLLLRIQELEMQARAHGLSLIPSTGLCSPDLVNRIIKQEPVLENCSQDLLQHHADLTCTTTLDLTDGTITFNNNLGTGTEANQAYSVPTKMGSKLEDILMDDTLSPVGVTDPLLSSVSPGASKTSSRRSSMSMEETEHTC
TEAD-YAP inh – TEAD-YAP interaction inhibition; HEK-TIYL cells, TEAD-Gal4/YAP UAS-luciferase luminescence; inhibition, % at 9.12 µM; 1.4% of 640,000 active; AID 1259422; in the data active = inhibition above about 32%;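 also: 0% = median of test compound wells and 100% = reference inhibitor wells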
GPR151 ag – activators of human GPR151; Q8TDV0; PathHunter beta-arrestin GPR151 cells, luminescence; activation, % at 11.2 µM; 1% of 650,000 active; in the data active = activation above about 4.9%;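 also: 0% = median of compound wells and 100% = cells with positive control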
Target sequence (Q8TDV0 whole entry, looked up): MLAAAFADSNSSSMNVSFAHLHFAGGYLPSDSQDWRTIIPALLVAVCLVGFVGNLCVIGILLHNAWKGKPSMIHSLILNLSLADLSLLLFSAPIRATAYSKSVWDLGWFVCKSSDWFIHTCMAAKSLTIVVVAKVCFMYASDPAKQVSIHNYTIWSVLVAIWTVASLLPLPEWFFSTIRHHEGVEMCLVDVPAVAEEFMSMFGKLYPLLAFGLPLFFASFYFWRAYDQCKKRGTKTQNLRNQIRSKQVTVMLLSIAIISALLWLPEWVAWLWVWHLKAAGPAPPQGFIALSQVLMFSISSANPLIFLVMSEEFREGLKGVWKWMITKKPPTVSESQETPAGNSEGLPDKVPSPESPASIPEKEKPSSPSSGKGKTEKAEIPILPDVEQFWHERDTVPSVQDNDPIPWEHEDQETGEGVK
FBW7 activator – activators of human E3 ligase FBW7. AlphaScreen FBW7–phospho-cyclin E peptide binding, activator screen. Q969H0. 0.13% of 650,000 active. AID 1259310. normalized activity (activation), % at 26.1 µM; in the data active = normalized activity above about 1.9%;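 also: purified mutant Fbw7 with reduced substrate affinity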
An asterisk follows results filed as active; & = joins results of further samples.

smiles	MITF inh	TEAD-YAP inh	GPR151 ag	FBW7 activator
O=C(CCn1c(=O)[nH]c2ccsc2c1=O)Nc1ccc(Oc2ccccc2)cc1	0	-9	0.7	-0.1
COc1cc2c(cc1OC)CN(C(=O)c1ccco1)CC2	-3	-12	-0.1	-0.2
O=C(O)COc1cc(Br)c(Br)c(Br)c1O	24	4	-0.5	1.4
CC(C)Cc1cc(CN2CCN(Cc3ccc(F)cc3)C(CCO)C2)[nH]n1 (stereo unspecified)	4	16	-0.4	0.1
CC1(C(=O)NCCCN2CCOCC2)Oc2cccnc2NC1=O (stereo unspecified)	-2	0	1.0	0.1
C/C(Cn1nnc2ccccc21)=N\OC(=O)Nc1ccccc1	-22	-3	-0.8	0.1
Cn1cc(-c2ccc3cnc(Nc4ccc(-n5cnc(N6CCOCC6)n5)cc4)cc3c2)cn1	0	83*	1.3	-0.2
COc1ccc(-c2cn3nc(-c4ccccc4)c(-c4ccccc4)nc3n2)cc1	-8	-6	3.5	0.6
Cc1ccc(/C=N\Nc2ccccc2[N+](=O)[O-])s1	25	-26	-1.4	0.5
CCCCOc1ccc(C(=O)NN(CCC(=O)NC(C)(C)C)C2=NS(=O)(=O)c3ccccc32)cc1	11	3	1.4	0.2
Cc1c(Br)c(=O)oc2ccccc12	6	4	1.3	0.1
OCCNc1nc(Nc2ccc(N3CCOCC3)cc2)nc2c1ncn2C1CCCCC1	2	-5	0.8	-0.1

The list continues.
smiles	MITF inh	TEAD-YAP inh	GPR151 ag	FBW7 activator
CCC(=O)N1N=C(c2ccc(OC)c(OC)c2)CC1c1cc2cc(OC)ccc2nc1Cl (stereo unspecified)	13	-5	-1.2	0.1
COc1ccccc1O	10&-2	-3	1.4&-0.6	0.1&-0.1
O=C(CCc1cccnc1)NCc1nnc2n1CCN(Cc1c(F)cccc1Cl)CC2	2	0	1.0	0.0
Cc1cccc(C(=O)NNC2=CC(=O)CC(C)(C)C2)c1O	7	-10	-0.4	0.2
Cc1ccc(C(=O)Nc2c3c(nn2-c2ccc(C)cc2)CSC3)cc1	9	6	-0.4	0.0
COc1cc(OC)c(OC)cc1CN1CCN(Cc2ccco2)CC1	81*	7	0.2	0.0
Cc1noc(C)c1S(=O)(=O)N(CC(=O)NC1CCCCC1)c1ccc2c(c1)OCO2	5	4	-0.9	0.0
Cc1[nH]c2scc[n+]2c1C(=S)NC(=O)c1cccc([N+](=O)[O-])c1	-1	6	-1.9	0.1
Fc1ccccc1/C=N/Nc1cc(N2CCCCC2)ncn1	11	-4	0.1	-0.2
Cc1nc2ccccn2c1-c1csc(Nc2ccc([N+](=O)[O-])cc2)n1	10	-9	-0.3	0.0
Cn1c(=O)n(C)c2cc(C(=O)NCCn3nc(-c4cccs4)oc3=O)ccc21	-17	4	0.7	0.1
O=C(NCc1ccc(Cl)cc1Cl)c1ccc([N+](=O)[O-])cc1	-7	-6	0.1	-0.1

The list goes on:
smiles	MITF inh	TEAD-YAP inh	GPR151 ag	FBW7 activator
O=C(N/N=C/c1ccc(O)c(O)c1)NC12CC3CC(CC(C3)C1)C2	-12	-14	1.7	-0.3
O=C(NCc1ccccc1Cl)c1ccc2c(=O)n(C3CCCCC3)c(SCc3cccc([N+](=O)[O-])c3)nc2c1	-5	-5	-0.2	0.1
COC(=O)c1ccccc1N1C(=O)c2cccc([N+](=O)[O-])c2C1=O	-5	16	0.4	0.1
CCOC(=O)C1=C(N)N(c2ccc([N+](=O)[O-])cc2)C2=C(C(=O)CCC2)C1c1ccc(SC)cc1 (stereo unspecified)	9	9	-1.1	0.4
Cc1ncn(-c2ccc(Nc3nccc(-c4cccc(Br)c4)n3)cc2)n1	16	-10	-2.0	0.2
CCOC(=O)c1c(/N=c2\oc3c(OC)cccc3cc2C(=O)Nc2ccccc2F)sc2c1CCCC2	-7	-27	0.9	-0.4
COc1cc(Nc2ccc(-n3cc(CC(=O)NCCN(C(C)C)C(C)C)c4ccccc43)nn2)cc(OC)c1OC	5	0	4.2	-0.2
C=CCn1c(SCC(=O)Nc2ccc(OCC)cc2)nc2sc(C)c(C)c2c1=O	-1	-18	-2.2	-0.2
COc1ccc([N+](=O)[O-])cc1NC(=O)c1sc2ncn(CC(=O)Nc3cccc(C(F)(F)F)c3)c(=O)c2c1C	10	0	0.9	0.1
CC(=O)c1cc(C#N)c(SCc2ccc([N+](=O)[O-])cc2)nc1C	-6	-4	-0.9	-0.2
CCCCC(=O)Nc1cc(C)c(NC(=O)c2cc(OC)c(OC)c(OC)c2)cn1	8	0	0.0	-0.1
Oc1ccccc1-c1nc2cnccn2c1NCC1CCCO1 (stereo unspecified)	15	7	-0.2	0.3

Additional structures:
Every second line gives: MITF inh, TEAD-YAP inh, GPR151 ag, FBW7 activator
- COc1ccc(C(=O)NC2CC2)cc1OC1CCN(C(C)CSC)CC1 (stereo unspecified)
 : 3, -10, -1.4, -0.2
- O=C(Nc1ccccc1)N1CCN(Cc2nnnn2-c2ccc(F)c(F)c2)CC1
 : -11, 5, 0.9, 0.3
- Cc1ccc(N2C(=O)CC(NC3CCCCC3)C2=O)cc1Cl (stereo unspecified)
 : 24, 1, -0.6, 0.3
- O=C(Nc1ccc(Cl)c(C(F)(F)F)c1)N1CCCC(O)C1 (stereo unspecified)
 : -23, -12, -0.5, 0.7
- Cc1ccc(NC(=O)c2cccc(S(=O)(=O)Nc3ccc(C)cc3)c2)cc1
 : 17, 14, -0.1, 0.1
- O=C(c1cc([N+](=O)[O-])ccc1N1CCCCC1)N1CCc2ccccc21
 : 12, 3, 2.3, -0.1
- O=C(CCl)NCc1ccc2[nH]c3c(c2c1)CCCC3
 : 15, 34*, 2.0, -0.1
- CCCCCC(=O)N1c2ccccc2NC2=C(C(=O)CC(C)(C)C2)C1c1cccc(O)c1 (stereo unspecified)
 : -8, 7, -1.3, -0.2
- COc1cc([N+](=O)[O-])ccc1NC(=O)COC(=O)CC(NC(C)=O)c1ccccc1 (stereo unspecified)
 : 8, -3, -0.6, -0.2
- Cc1ccc(Cl)cc1N1CCN(Cc2nc3c(c(=O)n(C)c(=O)n3C)n2Cc2ccccc2)CC1
 : 8, -5, 0.1, -0.1
- O=C(Nc1ccccc1F)c1ccc(Cl)c([N+](=O)[O-])c1
 : 16, -1, -3.5, 0.0
- CN=C1Sc2nc3cc4c(cc3cc2CN1Cc1ccco1)OCO4
 : 3, -13, -1.2, -0.2
- CC1=C(C(=O)OCCOc2ccccc2)C(c2ccc(Cl)cc2)C2=C(CCCC2=O)N1 (stereo unspecified)
 : 19, 7, 2.1, 1.8
- CCCc1cc(C(=O)NCC2Cc3cc(-c4ccc(S(C)(=O)=O)cc4)ccc3O2)no1 (stereo unspecified)
 : -8, -1, 1.3, -0.1
- Cc1cc(C)cc(Cn2c(N3CCN(C)CC3)cc(=O)n(C)c2=O)c1
 : -3, 15, 2.4, 0.0

Further compounds:
Every second line gives: MITF inh, TEAD-YAP inh, GPR151 ag, FBW7 activator
- COc1ccc(-c2noc(CSCC(=O)Nc3cccc(C)n3)n2)cc1OC
 : -3, -25, -2.5, 0.1
- C#CC(C)(CC)NS(=O)(=O)c1ccc(C)c(C)c1C (stereo unspecified)
 : 16, -3, 1.7, 0.5
- Cc1ccc(N(CC(=O)NC2CCCCC2)C(=O)CNC(=O)c2ccco2)cc1C
 : 16, 5, -0.7, 0.1
- COc1cc(OC)c(C2SCCN2S(=O)(=O)c2ccc(F)cc2)cc1OC (stereo unspecified)
 : 1, 9, 1.2, -0.2
- CCOC(=O)N1CCc2c(sc3c2C(=O)NC(c2ccc(OC)cc2)N3)C1 (stereo unspecified)
 : 4, 15, 0.8, 0.1
- COc1ccc(OC)c(CC2(NC(=O)c3ccccc3)N=C3C=C(C)C=CN3C2=O)c1 (stereo unspecified)
 : -5, 1, 0.6, -0.2
- COc1ccccc1CC(=O)Nc1cccc(C(=O)Nc2ccccc2C(=O)O)c1
 : 12, 10, 1.0, -0.1
- Cc1ccc(N2C(=O)C3C4C=CC(C4)C3C2=O)cc1[N+](=O)[O-] (stereo unspecified)
 : -5, -7, -0.2, -0.2
- COc1ccc(Cc2cc(C(=O)NCCN3CCNC3=O)on2)cc1
 : 8, 5, 0.9, 0.1
- O=c1oc2ccc(Br)cc2cc1-c1nc(-c2ccccc2)c2cc(Br)ccc2n1
 : -6, -1, -0.2, 0.0
- COc1cc(Br)ccc1OCC(=O)N/N=C/C(=O)c1cccc([N+](=O)[O-])c1
 : 3, 3, 0.3, 0.0
- Cc1ccc(C)c(NC(=O)CSc2ncc(-c3cccc(Br)c3)o2)c1
 : 14, 12, -0.1, 0.4
- O=C1CCCN1c1ccc(NS(=O)(=O)c2ccc3c(c2)CCCC3)cc1
 : -1, 3, -0.2, -0.1
- Cc1nc2ccc([N+](=O)[O-])cc2c(=O)n1Cc1ccccc1Br
 : 2, -4, 0.1, 0.0
- CC1=C(C(=O)Nc2ccccn2)C(c2ccc(Cl)cc2)C2=C(CCCC2=O)N1 (stereo unspecified)
 : -3, 7, 3.9, 0.1

The list continues.
Every second line gives: MITF inh, TEAD-YAP inh, GPR151 ag, FBW7 activator
- Cc1oc(-c2ccc(Cl)cc2)nc1CS(=O)CC(=O)NCCc1ccccc1 (stereo unspecified)
 : 5, -2, -0.2, 0.2
- COc1ccccc1N(C(=O)c1ccc(Cl)cc1)c1nc(C(F)(F)F)c(-c2ccccc2)s1
 : 3, -7, 0.0, -0.1
- O=C(CN1C(=O)/C(=C\c2ccc(F)cc2)Oc2ccccc21)NC1CCCC1
 : 18, -2, -0.4, 0.6
- CCOc1cccc(=O)c2c(C)oc(C)c12
 : 11, 8, -0.6, 0.0
- CCOc1ccc(Cl)cc1CSc1nnc(CC)n1N
 : -7, 3, -0.4, -0.9
- COc1cc(OC)cc(C(=O)NCCc2cc3ccc(C)cc3[nH]c2=O)c1
 : -19, 17, 1.6, -0.1
- COc1ccc(S(=O)(=O)N2CCN(Cc3ccccc3)CC2)cc1[N+](=O)[O-]
 : 1, -3, -0.3, -0.1
- CCOc1ccc2nc(N3CCCC(C(=O)Nc4cccc(C(C)=O)c4)C3)sc2c1 (stereo unspecified)
 : 3, -13, 0.1, 0.1
- COC(=O)c1cc2occc2n1CC(=O)Nc1cc(OC)cc(OC)c1
 : 4, -12, -0.8, -0.3
- O=C(O)c1ccc(Cl)c(S(=O)(=O)Nc2cccc(Br)c2)c1
 : 7, -6, -1.3, 0.1
- O=C(O)c1ccc(NCc2ccc(Cl)cc2)c([N+](=O)[O-])c1
 : 2, 38*, -1.5, -0.1
- O=C(NC1CCCC1)C(c1cccs1)N(CC1CCCO1)C(=O)Cc1cccs1 (stereo unspecified)
 : 7, 2, 1.1, 0.5
- Cc1ccc2nc(Cl)nc(-c3ccccc3)c2c1
 : -8, -5, -0.5, 0.0
- C=CCn1c(=O)c2c(nc3n(-c4ccc(OC)cc4OC)c(C)c(C)n23)n(C)c1=O
 : 5, 9, 0.6, 0.0
- CC(C)(C)NC(=O)COC(=O)c1cccc(Br)c1
 : -4, 5, -0.1, 0.0

4 of the compounds above, field by field.
CCOc1cccc(=O)c2c(C)oc(C)c12
  MITF inh: 11 | TEAD-YAP inh: 8 | GPR151 ag: -0.6 | FBW7 activator: 0.0

COC(=O)c1cc2occc2n1CC(=O)Nc1cc(OC)cc(OC)c1
  MITF inh: 4 | TEAD-YAP inh: -12 | GPR151 ag: -0.8 | FBW7 activator: -0.3

Cc1ccc2nc(Cl)nc(-c3ccccc3)c2c1
  MITF inh: -8 | TEAD-YAP inh: -5 | GPR151 ag: -0.5 | FBW7 activator: 0.0

COc1cc(OC)cc(C(=O)NCCc2cc3ccc(C)cc3[nH]c2=O)c1
  MITF inh: -19 | TEAD-YAP inh: 17 | GPR151 ag: 1.6 | FBW7 activator: -0.1

Going on with the list.
Every second line gives: MITF inh, TEAD-YAP inh, GPR151 ag, FBW7 activator
- Cc1ccccc1NC(=O)C1C2C=CC(O2)C1C(=O)O (stereo unspecified)
 : -5, -2, 0.0, 0.2
- CCCCNC(=O)C(C(F)(F)F)(C(F)(F)F)C(F)(F)F
 : -5, 4, -0.6, -0.1
- COc1ccc(NC(=S)NCCC(C)C)cc1
 : -7, -22, -0.3, 0.0
- O=C(CSc1nc2ccc(NC(=O)C3CCCCC3)cc2s1)NCC1CCCO1 (stereo unspecified)
 : -2, -21, 1.3, 0.1
- O=C(Nc1cc(C(F)(F)F)ccc1Cl)c1ccco1
 : 12, 2, 1.4, 0.3
- O=C(/C=C/c1ccc(Cl)c(Cl)c1)NCCCn1ccnc1
 : -1, -20, 0.8, -0.5
- COc1cccc(CNC(=O)Nc2ccc(-c3cn[nH]c3)cc2SCCN2CCOCC2)c1
 : 32, -1, -0.6, 0.0
- COc1ccc(S(=O)(=O)N2CCN(Cc3cccc(Br)c3)CC2)cc1
 : 52*, -21, 0.3, -0.1
- NNC(=O)N/N=C/c1ccc(I)cc1
 : -5, 1, -0.7, 0.1
- CC1CN(C(=O)NC2CC(=O)N(c3ccc(F)cc3)C2)CC(C)O1 (stereo unspecified)
 : -10, 6, 1.2, -0.1
- CC(=O)Nc1ccc(S(=O)(=O)Nc2nc(-c3ccccc3)c(-c3ccccc3)o2)cc1
 : 6, 0, 3.5, 0.1
- CCOC(=O)Cc1csc(SCC(=O)NC(C)c2ccccc2)n1 (stereo unspecified)
 : 6, 3, 1.0, -0.1
- Cc1nc(Nc2cccc(Cl)c2)c2c3c(sc2n1)CCCC3
 : 1, 12, -0.7, -0.1
- CC(C)(C)c1ccc(C(=O)Oc2ccc(-c3ccc(OC(=O)c4ccc(C(C)(C)C)cc4)cc3)cc2)cc1
 : 4, -7, 2.5, -0.1
- O=C(c1cc2ccccc2oc1=O)n1cc(Br)cn1
 : -2, 10, 0.8, 0.0
- CN(CCc1ccccn1)C(=O)CCC1CCCN(C(=O)c2ccsc2)C1 (stereo unspecified)
 : -9, 2, 0.1, 0.1

Source: PubChem BioAssay
